Mm-Cpn inhibitor = Inhibitors of TCP-1 ring complex (TRiC) of Methanococcus maripaludis (MmCpn): qHTS; AID 504842, 2011; Chaperonin Mm-Cpn (Methanococcus maripaludis); purified Mm-Cpn ATPase, ADP Transcreener TR-FRET; actives 0.031% (n = 330,000); Potency, µM (top dose mostly 76.9 µM), for inactives: top-dose activity, negative = inhibition, most hits filed as inhibitors; also: potency is read from the fitted curve at half-maximal effect; % is scaled to controls: 0 for no effect and ±100 for the full control effect; nearly all actives have a fitted effect of over 80% in size
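TR-FRET (320 nm excitation; 590 and 665 nm emission) reports ADP made from 10 uM ATP by 25 nM enzyme; compounds were preincubated 10 min, reaction run 30 min, both at 37°C.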
aSyn rescue = qHTS of alpha-syn Inhibitors; actives 0.14% (n = 370,000); Potency, µM (titrated, usually from 46.1 µM), without a hit: top-dose growth rescue (activation), hits mostly activators; Yeast expressing alpha-synuclein, growth rescue, BacTiter-Glo, 24 h; also: potency is read from the fitted curve at half-maximal effect; % of control where 0% means no effect; nearly all actives have a fitted effect of over 65% in size
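Rescue of yeast growth: cells expressing toxic alpha-synuclein, induced in galactose at OD600 0.02, incubated with compound 24 h at 30 C. ATP luminescence quantified growth; inhibitors of toxicity appear as activators.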
PTHR1 ag = qHTS for PTHR1 Agonists: Primary Screen | Potency, µM (titrated, usually from 115 µM), inactives show top-dose activation, usual class: activators | AID 743266, 2014 | actives 0.075% (n = 410,000) | HEK293 GP2 PTHR1 cells, GloSensor cAMP luminescence, 1 h; also: potency is read from the fitted curve at half-maximal effect; nearly all actives have a fitted effect of over 55% in size; some results filed as inactive show a strong effect at the top dose; inactives centre near -15; many of its hits are not listed in these tables
Target sequence (Q03431 whole entry, looked up): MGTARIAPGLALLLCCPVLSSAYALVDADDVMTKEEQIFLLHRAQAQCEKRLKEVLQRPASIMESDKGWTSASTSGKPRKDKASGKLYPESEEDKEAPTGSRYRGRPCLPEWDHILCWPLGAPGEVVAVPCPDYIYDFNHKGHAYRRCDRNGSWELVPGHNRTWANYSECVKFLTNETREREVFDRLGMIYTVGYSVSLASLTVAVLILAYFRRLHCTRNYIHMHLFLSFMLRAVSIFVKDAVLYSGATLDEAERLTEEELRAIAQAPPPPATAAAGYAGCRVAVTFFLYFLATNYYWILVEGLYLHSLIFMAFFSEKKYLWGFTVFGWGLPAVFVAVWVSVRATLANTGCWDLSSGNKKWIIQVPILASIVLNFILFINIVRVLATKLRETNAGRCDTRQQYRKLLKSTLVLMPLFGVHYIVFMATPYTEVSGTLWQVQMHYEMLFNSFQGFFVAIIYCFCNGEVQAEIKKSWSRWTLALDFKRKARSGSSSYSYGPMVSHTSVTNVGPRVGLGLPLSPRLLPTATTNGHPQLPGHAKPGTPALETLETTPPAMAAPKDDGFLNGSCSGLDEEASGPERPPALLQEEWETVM
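HEK-293-derived GP2 cells expressing PTHR1 and a GloSensor cAMP reporter, 3,000/well, plated overnight, given luciferin plus IBMX (each 0.5 mM as added) for 1 h at 37 °C, then compound for 1 h at 37 °C. Luminescence was read after 15 min at room temperature.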
Abeta yeast res = qHTS for compounds that reverse cellular toxicity of Amyloid beta (A-beta) peptide in yeast: Primary Screen | yeast expressing A-beta42, growth rescue, OD600, 48 h; response scale: 0% DMSO, 100% iron-clioquinol control | Potency, µM (titrated, usually from 46.1 µM), inactives show at the top dose growth rescue, most hits filed as activators | actives 0.063% (n = 410,000) | AID 1347071, 2019; also: potency is read from the fitted curve at half-maximal effect; nearly all actives have a fitted effect of over 55% in size
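Yeast growth medium received pinned compounds, then yeast cells expressing toxic A-beta were added; plates incubated at 30 C for 48 hr. Growth read as absorbance at 600 nm, normalized to DMSO and equimolar FeCl3 plus clioquinol controls.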
Akt phos inh = HTS Assay for Inhibitors of Akt Phophorylation: Primary Screen | Neuro2A IGF-stimulated pAkt S473 HTRF, 20 min; stronger effect = lower value | activity change, % for hits at 50 µM | actives 0.32% (n = 360,000); in the data active = activity change below about -80%; inconclusive = mostly about -51% to -80%; also: % is scaled to controls: 0 for no effect and ±100 for the full control effect
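Neuro2A cells (4,500/well, DMEM with 0.5% FBS) were treated with compound at a single 50 µM final concentration, stimulated with 6 nM IGF for 20 min at 37 °C, and lysed. Phospho-Akt Ser473 was read by HTRF as 665/615 ratio ×10^4.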
FUS suppressor = qHTS for Suppressors of FUS Proteinopathy: Primary screen using FUS-linked yeast assay; S. cerevisiae FUS-expressing, growth rescue, OD600, 24 h; Potency, µM (titrated, usually from 76.6 µM), inactives show top-dose growth rescue (activation), usual class: activators; actives 0.24% (n = 390,000); AID 1347120, 2019;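 also: potency is read from the fitted curve at half-maximal effect; plate controls were DMSO vehicle for no effect and reference control for full effect; nearly all actives have a fitted effect of over 55% in size; some results filed as inactive show a strong effect at the top dose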
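Quantitative HTS measuring growth restoration of FUS-toxic yeast. Galactose-induced cells (OD 0.005) were exposed 24hr at 30C to compounds at several concentrations, then absorbance at 600 nm was recorded.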
TDP43 rescue = qHTS of TDP-43 Inhibitors | actives 1.8% (n = 410,000) | AID 652104, 2013 | TDP-43 expressing yeast growth rescue, BacTiter-Glo, 24 h | Potency, µM (highest dose often 46.1 µM), for inactives: top-dose growth rescue (activation), most hits filed as activators; also: potency is read from the fitted curve at half-maximal effect; % of control where 0% means no effect; nearly all actives have a fitted effect of over 50% in size
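In this qHTS, compounds that restore growth of yeast expressing TDP-43 appear as activators. Cells (OD600=0.02, galactose medium, raffinose-pregrown) are incubated with compound 24 hr at 30 deg C and growth is quantified by BacTiter-Glo.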
GLP1R inv ag = qHTS of GLP-1 Receptor Inverse Agonists (Inhibition Mode); actives 1.6% (n = 410,000); HEK293 GLP-1R CRE-luciferase, luminescence, 24 h; GLP-1R form is constitutively active; Potency, µM (top dose mostly 38.3 µM), inactives show at the top dose activity change, negative = inhibition, usual class: inhibitors; AID 624417, 2012; also: potency is read from the fitted curve at half-maximal effect; % is scaled to controls: 0 for no effect and ±100 for the full control effect; nearly all actives have a fitted effect of over 55% in size
Target sequence (P43220 whole entry, looked up): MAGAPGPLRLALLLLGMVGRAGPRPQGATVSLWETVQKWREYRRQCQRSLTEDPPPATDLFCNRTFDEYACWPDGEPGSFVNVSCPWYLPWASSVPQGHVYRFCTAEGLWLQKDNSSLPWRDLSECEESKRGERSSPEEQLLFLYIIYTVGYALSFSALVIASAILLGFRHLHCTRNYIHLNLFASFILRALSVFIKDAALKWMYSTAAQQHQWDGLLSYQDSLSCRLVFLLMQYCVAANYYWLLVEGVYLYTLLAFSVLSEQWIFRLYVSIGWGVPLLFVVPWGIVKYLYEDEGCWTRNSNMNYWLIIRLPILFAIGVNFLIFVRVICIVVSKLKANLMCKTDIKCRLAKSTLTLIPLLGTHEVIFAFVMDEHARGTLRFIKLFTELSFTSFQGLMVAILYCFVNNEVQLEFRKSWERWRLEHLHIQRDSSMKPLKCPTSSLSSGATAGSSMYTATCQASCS
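Readout was luciferase luminescence, measured 12 min after detection reagent at room temperature. Beforehand, GLP-1R reporter HEK293 cells had sat 12 h, then received compounds for 24 hr at 37 deg C.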
HEK293 tox = qHTS of GLP-1 Receptor Inverse Agonists: Cytotox Screen; HEK293 cAMP-luciferase reporter cells, luminescence, 24 h; Potency, µM (top dose mostly 38.3 µM), without a hit: top-dose activity change, negative = inhibition, usual class: inhibitors; actives 0.13% (n = 410,000);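 also: loss of luciferase light is scored as toxicity; potency is read from the fitted curve at half-maximal effect; % is scaled to controls: 0 for no effect and ±100 for the full control effect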
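Compound-treated cells are incubated 24 hr at 37 deg C under 5% CO2 after a 12 hour attachment period, then luciferase detection reagent is added and luminescence is measured following 12 min at room temperature; lowered signal indicates toxicity.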
* hit, by the source's call; i = inactive; u = inconclusive; x = not tested or not shown; [ ] = dose if it differs, or a comment. Unless noted, calls follow the shape of the dose curve; as a rule, active = well fitted curve in the direction sought with a large enough effect; inconclusive = small, poorly fitted or top-dose-only effect, or another doubt; inactive = no such curve, though single readings can be large; an effect the other way counts as inactive or inconclusive. Only part of the results is shown, so the mix of outcomes need not match the whole.

Below each compound: Mm-Cpn inhibitor | aSyn rescue | PTHR1 ag | Abeta yeast res | Akt phos inh | FUS suppressor | TDP43 rescue | GLP1R inv ag | HEK293 tox
Cc1cc(C)c2c(N=NN3CCCCC3)[nH]nc2n1
  2% | 4% | i | -69%[inhibitor] | i | x | 0% | 3% | -1%
CC(O)(c1ccc(F)c(F)c1)c1nc(-c2cc(F)cc(F)c2)cs1 (configuration not stated)
  x | -69%[inhibitor] | i | -94%[inhibitor] | i | 10% | -92%[inhibitor] | u | -1%
COC(=O)[C@]1(Cc2ccccc2)N[C@H](CN(C)S(=O)(=O)c2ccc(OC)cc2)[C@@H]2C(=O)N(C)C(=O)[C@@H]21
  0% | -2% | i | -5% | i | 28% | -4% | 5% | -2%
Cc1ccc(N)cc1O
  0% | 1% | -29% | -20% | i | -1% | 10% | 7% | 5%
COc1cccc(C2CC(C(F)(F)F)n3ncc(C(=O)O)c3N2)c1 (configuration not stated)
  -1% | -1% | i | 4% | i | u | 14% | 3% | 16%
CCN(c1ccc(C)c(C)c1)S(=O)(=O)c1c(C)[nH]c(=O)[nH]c1=O
  1% | -4% | i | -6% | i | -1% | -13% | 7% | 43%[activator]
C=C(C)[C@@H](O)COc1c2ccoc2cc2oc(=O)ccc12
  -1% | 7% | i | 9% | i | -15% | 20% | 8% | 27%
CCOC(=O)CCC(=O)Nc1cccc([N+](=O)[O-])c1
  3% | 6% | -22% | 9% | i | x | 4% | 7% | -5%
CN(C)c1cccc(-c2cc(Nc3ccc(C(C)(C)C)cc3)ncn2)c1
  x | -7% | -42%[inhibitor] | -14% | x | u | 18% | u | -15%
CCOc1ccc(NS(=O)(=O)c2ccc(C(=O)N(C)CC(=O)Nc3cccc(OC)c3)cc2)cc1
  x | -7% | -35%[inhibitor] | 6% | i | 31% | 6% | -5% | -12%
CN(C)c1ccc(/C=N/N=C/c2ccccc2O)cc1
  0% | -8% | -28% | -5% | i | 10% | 3% | 1% | -3%
COC(=O)c1cc(C(=O)OC)cc(N2C(=O)CC(N3CCN(c4ccccc4)CC3)C2=O)c1 (configuration not stated)
  0% | 2% | i | 8% | i | x | 30% | -11% | 1%
CC(C)c1noc(-c2ccccc2OCC(=O)Nc2ccc([N+](=O)[O-])cc2)n1
  x | x | i | -11% | x | -6% | 8% | 0% | -5%
CC(NC(=O)CN1CCN(c2ccc(Cl)cc2)CC1)c1ccccc1 (configuration not stated)
  0% | 0% | -27% | -2% | i | -11% | 21% | u | -11%
COc1ccccc1/C(C)=N/Oc1cc(N)cc([N+](=O)[O-])c1
  0% | 3%[1.84 µM] | -20% | 10% | i | 4% | u | u | -9%
COc1ccc(C(=O)OCC(=O)NC(=O)Nc2ccccc2F)c(OC)c1
  0% | -10% | -13% | 0% | i | 4% | u | 13% | 6%
CCOc1ccc(NC(=O)Cn2c(=O)n(CCc3ccccc3)c(=O)c3c4c(sc32)CCCC4)cc1
  x | x | i | -1% | x | -26% | 21% | 5% | 3%
CC(=O)N1N=C(c2ccc(Br)cc2)CC1c1cccc([N+](=O)[O-])c1 (configuration not stated)
  x | 2% | -21% | -17% | i | 23% | u | 11µM* | -5%
CC(C)(C)C(=O)N1N=C(c2cccc(NS(C)(=O)=O)c2)CC1c1cccs1 (configuration not stated)
  -12% | -1% | -9% | 10% | i | 18% | 14% | u | 5%
NC(=O)C1CC12c1ccccc1-c1ccccc12 (configuration not stated)
  2% | 19% | i | 0% | i | 21% | -10% | -2% | 11%

Below each compound: Mm-Cpn inhibitor | aSyn rescue | PTHR1 ag | Abeta yeast res | Akt phos inh | FUS suppressor | TDP43 rescue | GLP1R inv ag | HEK293 tox
O=C(COc1ccc(Br)cc1)N1CCOCC1
  1% | -4% | i | -15% | i | 21% | -10% | -15% | 1%
COc1ccccc1N1C(=O)c2ccccc2NC1c1ccncc1 (configuration not stated)
  0% | 1% | i | 1% | i | -12% | 16% | 12% | -8%
COc1ccc(NC(C)=O)cc1S(=O)(=O)NCCc1ccccn1
  0% | -6% | -24% | -12% | i | 0% | -1% | 3% | 14%
O=C(CN1C(=O)COc2ccc(S(=O)(=O)N3CCCC3)cc21)N1CCN(c2ccccc2F)CC1
  x | -2% | i | -11% | x | -13% | 11% | -12% | -4%
CCN(C(=O)COC(=O)C1CCN(S(=O)(=O)c2cccs2)CC1)c1ccccc1
  0% | 5% | i | 0% | i | 28% | 0% | -9% | 11%
CCCCN(CCCC)CC(O)CN1C(=O)NC(C)(C)C1=O (configuration not stated)
  0% | 1% | i | -12% | i | 9% | -12% | 5% | -2%
Cc1cc(N/C(=N\S(=O)(=O)c2ccc(Cl)cc2)c2ccc(F)cc2)no1
  -1% | 10% | -17%[57.5 µM] | 27% | i | 12% | 22% | -4% | 2%
COCCSc1ccccc1C(=O)N1CCCC1
  0% | -11% | i | 15% | i | 5% | -14% | 8% | 8%
O=C(CCNC(=O)c1ccco1)Nc1ccccc1N1CCOCC1
  -3% | 0% | i | 19% | i | 6% | -10%[0.397 µM] | 42%[activator] | -9%
COc1ccccc1NC(=O)Cc1nc(=O)[nH]c(=O)[nH]1
  x | 0% | i | -5% | i | -2% | 16% | -1% | -25%
Oc1ccc2ccccc2c1C1Nc2cccc3cccc(c23)N1
  0% | u | -39%[inhibitor] | -24% | i | x | u | u | -19%
O=C(O)CCCNc1ccc(S(=O)(=O)Nc2ccccc2C(=O)O)cc1C(=O)O
  -4% | 0% | -6%[57.5 µM] | 6% | i | 12% | -13% | 2% | -8%
O=C(NNC(=O)c1ccc2c(=O)n3c(nc2c1)CCC3)c1ccc(F)cc1
  1% | 3% | i | -4% | i | 7% | 3% | 6% | -11%
O=C(Cc1ccccc1)NCCc1csc2nc(-c3ccc(Cl)cc3)nn12
  x | x | -19% | 9% | x | -15% | 4%[9.22 µM] | 2% | -2%
CCOc1ccc(CNC(=O)C(=O)c2cn(CC(=O)N3CCOCC3)c3ccccc23)cc1OC
  0% | 3% | -6% | -8% | i | 25% | -3% | 13% | -20%
COC(=O)c1cn(NC(=O)Cn2nc([N+](=O)[O-])c(Cl)c2C)c(=O)c2ccccc12
  3% | 4% | -1% | -3% | i | 5% | -5% | 9%[7.66 µM] | 1%[7.66 µM]
CC(CCc1ccccc1)C(=O)NO (configuration not stated)
  1% | 7% | -2%[57.5 µM] | 24% | i | 2% | 7% | 1% | 3%
CN1CCC(OC(=O)C23CCC(C)(C(=O)O2)C3(C)C)CC1 (configuration not stated)
  -11% | -14% | -7%[57.5 µM] | 3% | i | -25% | -6% | -43% | 3%
Cc1ccc(S(=O)(=O)N(C)CC(=O)OCC(=O)c2c(N)n(C)c(=O)n(C)c2=O)cc1
  -2% | -5% | -8% | -7% | i | -4% | -15% | 1% | 2%
Cc1ccc(NC(=O)c2c(C)nc3sc(C(=O)Nc4ccc(F)cc4)c(N)c3c2-c2ccc(Cl)cc2)c(C)c1
  x | x | -11% | 10% | x | -8% | 25% | -1% | 15%

Below each compound: Mm-Cpn inhibitor | aSyn rescue | PTHR1 ag | Abeta yeast res | Akt phos inh | FUS suppressor | TDP43 rescue | GLP1R inv ag | HEK293 tox
C#CCNC(=O)C[C@@H]1C[C@@]2(C(=O)OC)CC(C)(C)CC=C2N(CCCCCCCC)C1=O
  x | -46%[inhibitor] | -12% | u | i | u | u | u | -6%
Cc1cc(C)c(S(=O)(=O)c2ccccc2C)c(OCC(C)(C)C)n1
  -2% | -5% | -6% | 19% | i | -7% | -12% | u | 5%
CN(CCC1CCCCO1)C(=O)CCc1nnc(C2CCCCC2)o1 (configuration not stated)
  u | -6% | i | -5% | i | 7% | 4% | 10% | 3%
CCCc1nnc(NC(=O)COc2ccc3c(c2)OCO3)s1
  -3% | 1% | -6% | -2% | i | 0% | -6% | -18% | -4%
O=C(Nc1ccc(N2C(=O)C3C4C=CC(C4)C3C2=O)cc1)Nc1nncs1 (configuration not stated)
  u | 4% | -89%[inhibitor] | 16% | i | -1% | 10% | 4% | 10%
O=C(NCC1CCCO1)C(c1ccc(F)cc1)N(CC1CCCO1)C(=O)c1ccc(-c2ccccc2)[nH]1 (configuration not stated)
  -9% | -9% | -24% | -2% | i | 22% | 7% | -7% | 14%
COc1ccc(-c2cc(=O)oc3c(C)c(OC(C)C(C)=O)ccc23)cc1 (configuration not stated)
  -1% | -12% | -41%[inhibitor] | -7% | i | 20% | 21% | -29% | 5%
O=C1CCN(Cc2ccc([N+](=O)[O-])cc2)CCN1CCO
  1% | 2% | i | 0% | i | -27% | 11% | 16% | -2%

Looked up one by one from above:
Below each compound: Mm-Cpn inhibitor | aSyn rescue | PTHR1 ag | Abeta yeast res | Akt phos inh | FUS suppressor | TDP43 rescue | GLP1R inv ag | HEK293 tox
CN(CCC1CCCCO1)C(=O)CCc1nnc(C2CCCCC2)o1 (configuration not stated)
  u | -6% | i | -5% | i | 7% | 4% | 10% | 3%
O=C(Nc1ccc(N2C(=O)C3C4C=CC(C4)C3C2=O)cc1)Nc1nncs1 (configuration not stated)
  u | 4% | -89%[inhibitor] | 16% | i | -1% | 10% | 4% | 10%

Source: PubChem BioAssay (National Center for Advancing Translational Sciences (NCATS))
